# Apoferritin bind = binds horse apoferritin like a general anesthetic | AID 485281 | apoferritin/1-aminoanthracene competitive binding, fluorescence | Potency, µM (top dose mostly 77.5 µM), without a hit: top-dose activity change, negative = displacement, usual class: inhibitors | 350,000 compounds, 0.074% hits; further: potency means the concentration at half of the fitted maximal effect; on the % scale 0 is the no-effect control and ±100 the full control effect; nearly all actives have a fitted effect of over 20% in size
#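 Horse-spleen apoferritin (10 uM) in 50% saturated 1-aminoanthracene in PBS was incubated 10 min at room temperature with compound. Fluorescence (ex 380, em 535 nm) was normalized to free and bound 1-AMA, with concentration-response fitted by a four-parameter Hill equation.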
# RXFP1 antagonist = RXFP1 (human) relaxin receptor antagonism; activity change, negative = inhibition, % at 57.5 µM; Q9HBX9; 350,000 compounds, 0.59% hits; HEK293-RXFP1, relaxin-stimulated cAMP HTRF, 30 min; hits give low values; AID 1259400;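 active means activity change of -60% or lower, but not beyond a set lower limit; inconclusive means change between -60% and -40%, or beyond the set limit; inactive means change above -40%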; further: on the % scale 0 is the no-effect control and ±100 the full control effect
# Pol kappa inh = inhibitors of human DNA polymerase kappa. Potency, µM (doses to about 107 µM), for the others: at the top dose activity, negative = inhibition, most hits filed as inhibitors. 400,000 compounds, 0.53% hits. Q9UBT6. purified Pol kappa, fluorescent DNA synthesis assay, 10 min. AID 588579; further: potency means the concentration at half of the fitted maximal effect; on the % scale 0 is the no-effect control and ±100 the full control effect
#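 Inhibition of 10 nM Pol kappa is measured by a fluorescent read-out at 0 and 10 min following addition of 50 nM substrate (final), with a 15-min room-temperature compound preincubation.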
# Tb PGK inh = blocks T. brucei phosphoglycerate kinase. 380,000 compounds, 0.043% hits. AID 602233. P07378. PGK/GAPDH coupled, Kinase-Glo luminescence, 60 min. Potency, µM (series often up to 57.5 µM), inactives show at the highest dose activity change, negative = inhibition, usual class: inhibitors; further: potency means the concentration at half of the fitted maximal effect; on the % scale 0 is the no-effect control and ±100 the full control effect; nearly all actives have a fitted effect of over 60% in size
#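 Luminescent ATP detection (Kinase-Glo Plus) follows a 60-minute room-temperature incubation, with wells lacking PGK as controls. Buffer: 100 mM TEA (pH 7.6), 5 mM MgCl2, 0.01% Tween-20. Coupling enzyme GAPDH (100 nM final) supplies unstable 1,3-BPG in-well.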
# Pol beta inh = blocks human DNA polymerase beta activity | P06746 | Pol beta primer extension/strand displacement, fluorescence kinetic | Potency, µM (series often up to 114 µM), for the others: top-dose activity change, negative = inhibition, usual class: inhibitors | 340,000 compounds, 1.3% hits | AID 485314; further: potency means the concentration at half of the fitted maximal effect; on the % scale 0 is the no-effect control and ±100 the full control effect
#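 Pol beta (10 nM) was preincubated with compound for 15 min at room temperature. The reaction was then started with 50 nM substrate and read immediately and after a further 10 min at room temperature.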
# Pol iota inh = blocks human DNA polymerase iota activity; Q9UNA4; Potency, µM (highest dose often 115 µM), inactives show top-dose activity, negative = inhibition, hits mostly inhibitors; 390,000 compounds, 1% hits; Pol iota fluorescent replication assay, 10 min; further: potency means the concentration at half of the fitted maximal effect
# Target sequence (Q9UNA4 whole entry, looked up): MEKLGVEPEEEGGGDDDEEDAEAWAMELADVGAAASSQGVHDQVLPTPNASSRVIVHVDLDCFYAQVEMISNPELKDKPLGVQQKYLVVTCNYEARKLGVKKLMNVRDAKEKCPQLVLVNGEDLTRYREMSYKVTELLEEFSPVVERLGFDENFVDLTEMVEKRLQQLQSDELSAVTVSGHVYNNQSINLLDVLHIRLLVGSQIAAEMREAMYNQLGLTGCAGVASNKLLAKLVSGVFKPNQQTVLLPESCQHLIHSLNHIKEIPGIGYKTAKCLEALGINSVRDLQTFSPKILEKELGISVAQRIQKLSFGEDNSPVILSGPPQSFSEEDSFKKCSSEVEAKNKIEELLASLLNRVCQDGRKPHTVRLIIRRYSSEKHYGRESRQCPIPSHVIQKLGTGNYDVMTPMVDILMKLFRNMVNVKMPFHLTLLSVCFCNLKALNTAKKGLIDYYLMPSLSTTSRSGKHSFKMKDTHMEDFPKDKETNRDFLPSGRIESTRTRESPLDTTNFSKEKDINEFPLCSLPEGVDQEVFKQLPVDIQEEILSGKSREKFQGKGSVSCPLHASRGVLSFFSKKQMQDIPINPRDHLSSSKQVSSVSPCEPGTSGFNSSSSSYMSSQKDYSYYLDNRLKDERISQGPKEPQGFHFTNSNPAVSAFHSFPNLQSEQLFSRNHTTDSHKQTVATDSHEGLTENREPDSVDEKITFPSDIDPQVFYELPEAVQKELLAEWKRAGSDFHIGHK
#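 Fluorescent replication assay read twice, at 0 min and 10 min after adding 50 nM (final) substrate. Enzyme (10 nM) and compounds were first incubated 15 min at room temperature; enzyme-free buffer wells were negative controls.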
# BLM helicase inh = inhibitors of human Bloom syndrome helicase BLM; Potency, µM (highest dose often 56.1 µM), inactives show at the highest dose activity change, negative = inhibition, actives largely listed as inhibitors; 350,000 compounds, 0.2% hits; recombinant BLM DNA unwinding, fluorescence dequenching;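 further: potency means the concentration at half of the fitted maximal effect; plate controls were vehicle for no effect and no enzyme for full effect; nearly all actives have a fitted effect of over 35% in size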
# APE1 inh = blocks human APE1 abasic DNA cleavage | P27695 | 350,000 compounds, 0.35% hits | Potency, µM (top dose mostly 65.8 µM), inactives show top-dose activity change, negative = inhibition, hits mostly inhibitors | recombinant APE1, TAMRA/BHQ-2 abasic DNA cleavage fluorescence;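 further: potency means the concentration at half of the fitted maximal effect; plate controls were vehicle for no effect and reference inhibitor for full effect; nearly all actives have a fitted effect of over 55% in size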
# Target sequence (P27695 whole entry, looked up): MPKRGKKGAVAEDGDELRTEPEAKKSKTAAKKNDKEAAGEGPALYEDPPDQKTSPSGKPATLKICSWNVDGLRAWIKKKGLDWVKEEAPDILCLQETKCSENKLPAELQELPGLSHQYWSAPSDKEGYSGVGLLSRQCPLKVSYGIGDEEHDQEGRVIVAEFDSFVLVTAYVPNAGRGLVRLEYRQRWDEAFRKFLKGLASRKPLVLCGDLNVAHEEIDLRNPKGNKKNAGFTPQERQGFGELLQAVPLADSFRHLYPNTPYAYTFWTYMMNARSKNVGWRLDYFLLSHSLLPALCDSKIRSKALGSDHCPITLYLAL
#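 APE1 at 0.75 nM final was preincubated with compound 15 min at room temperature, then 50 nM double-stranded THF abasic-site substrate (5'-TAMRA/3'-BHQ-2) was added. Fluorescence (ex 525/em 598 nm) was read kinetically; third-minus-first read gave activity.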
# Pol eta inh = blocks human DNA polymerase eta activity; AID 588591; Q9Y253; Potency, µM (doses to about 114 µM), inactives show at the highest dose activity change, negative = inhibition, usual class: inhibitors; recombinant Pol eta, fluorescent DNA replication assay; 390,000 compounds, 1.2% hits; further: potency means the concentration at half of the fitted maximal effect; on the % scale 0 is the no-effect control and ±100 the full control effect
#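 Pol eta (10 nM) was preincubated with compounds for 15 min at room temperature, after which fluorescent replication substrate (50 nM final) was added to start the reaction. Fluorescence was read kinetically at 0 and 10 min.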
# The depositor's hits bear a star; i = inactive; ? = inconclusive; · = no result given; & = joins results of further samples; [ ] = another dose, or the depositor's remark. Unless noted, the call rests on the fitted dose curve; in most records, active means well fitted curve in the direction sought with a large enough effect; inconclusive means small, poorly fitted or top-dose-only effect, or another doubt; inactive means no such curve, though single readings can be large; an effect the other way counts as inactive or inconclusive. This is a subset. The share of hits here may be higher or lower than overall.
# Below each compound: Apoferritin bind | RXFP1 antagonist | Pol kappa inh | Tb PGK inh | Pol beta inh | Pol iota inh | BLM helicase inh | APE1 inh | Pol eta inh
CC(C)C(C(=O)N1CCN(Cc2ccccc2)CC1)c1ccccc1 (stereo not drawn)
  -5% | -9 | -10% | -5% | 3% | 119%[activator] | -1% | 13% | -19%
COc1ccc(NC(=O)COC(=O)C2CCCCC2)c([N+](=O)[O-])c1
  -11% | 1 | -14% | -8% | 1% | 72%[activator] | -1% | 1% | -14%
Cc1ccnc(NS(=O)(=O)c2ccccc2)n1
  3% | 7 | 1% | -3%[11.5 µM] | -18% | 3% | 0% | -1% | 6%
COCC(=O)Nc1ccc2nc3n(c(=O)c2c1)CCCCC3
  -3% | 1 | 8% | -3% | -1% | 18% | 7% | -1% | -14%
CCOc1ccc(N2CC(C(=O)N3CCCC3)CC2=O)cc1 (stereo not drawn)
  2% | -22 | -15% | -4% | 4% | 48%[activator] | -1% | 7% | 1%
CCn1cc(Br)c(C(=O)N2CCN(c3ccccc3)CC2)n1
  -12% | 7 | -3% | -6% | -3% | -13% | 2% | 17% | -8%
Cc1ccccc1NC(=O)CCc1nnc2ccc(N3CCC4(CC3)OCCO4)nn12
  20% | -17 | 0% | 0% | 16% | 7% | 1% | -15% | -14%
Cc1cccc(NC(=S)NNc2ncc(C(F)(F)F)cc2Cl)c1
  -15% | 10 | -23% | 1% | 26% | 12% | 3% | 0% | -15%
COc1ccc(-c2nn(-c3ccccc3)cc2/C=N/Nc2ccc(S(N)(=O)=O)cc2[N+](=O)[O-])cc1OC
  -9% | -9 | -10% | 1% | 12% | 2% | -5% | 0% | -6%
COc1ccc2c(c1)O[C@@H](c1cccc(C(F)(F)F)c1)[C@H](OC(=O)NCCc1ccc(OC)c(OC)c1)C2=O
  ? | · | · | · | -3% | · | -7%&-9% | -2%&0% | ·
O=c1nccc(NCc2ccco2)[nH]1
  -8% | 1 | -9%&-17% | 8% | 6% | 23%&14% | 0% | 17% | -20%
CN(c1ccccc1)S(=O)(=O)c1ccc(NC(=S)NC(=O)c2ccccc2)cc1
  -11% | -3 | -17% | -7% | -4% | -1% | -8% | 7% | -8%
Cc1nc2ncnn2c(C)c1CCC(=O)N1CCCCC1
  -16% | 8 | -17% | 1% | 1% | 7% | -4% | 2% | -12%
CC1CCN(C(=O)Cn2c(=O)c3cccn3c3ccccc32)CC1
  -8% | 31 | 10% | -3% | 26% | 10% | 2% | 42% | -17%
O=C(COc1ncnc2scc(-c3ccc(Cl)cc3)c12)NCc1ccco1
  -22% | -11 | -2% | 1% | -2% | ? | -5% | -4% | ?
Cc1ccc(S(=O)(=O)N2CCCCC2)cc1NC(=O)COc1ccccc1
  · | -6 | -11% | -2% | · | 27% | · | -1% | -14%
O=C(CCc1c[nH]c2ccccc12)NCCc1ccc(Cl)cc1
  4% | -17 | -7% | -10% | 4% | 31%[activator] | 3% | -6% | -22%
COc1ccc(N2CCN(c3nc4ccc(C)cc4n4nnnc34)CC2)cc1
  -2% | 0 | 1% | -4% | 11% | 19% | -1% | · | 0%
Cc1ccc(-n2nc(C)c3c(C)c(CCC(=O)NCc4ccccc4)c(C)nc32)cc1
  -3% | · | 5% | -8% | -10% | 24% | 3% | -2% | -14%
CC(C)(C)C1CCC(=NNC(=O)C(=O)NC2CCCCC2)CC1 (stereo not drawn)
  -4% | -3 | -15% | i | -2% | 19% | 1% | 3% | -13%

# Complete entries, quoted from the list. Values in the order: Apoferritin bind, RXFP1 antagonist, Pol kappa inh, Tb PGK inh, Pol beta inh, Pol iota inh, BLM helicase inh, APE1 inh, Pol eta inh
# `CN(c1ccccc1)S(=O)(=O)c1ccc(NC(=S)NC(=O)c2ccccc2)cc1` in the list: -11%, -3, -17%, -7%, -4%, -1%, -8%, 7%, -8%
# `Cc1ccc(-n2nc(C)c3c(C)c(CCC(=O)NCc4ccccc4)c(C)nc32)cc1` in the list: -3%, ·, 5%, -8%, -10%, 24%, 3%, -2%, -14%
# `COc1ccc2c(c1)O[C@@H](c1cccc(C(F)(F)F)c1)[C@H](OC(=O)NCCc1ccc(OC)c(OC)c1)C2=O` in the list: ?, ·, ·, ·, -3%, ·, -7%&-9%, -2%&0%, ·
# `CCOc1ccc(N2CC(C(=O)N3CCCC3)CC2=O)cc1` (stereo not drawn) in the list: 2%, -22, -15%, -4%, 4%, 48%[activator], -1%, 7%, 1%
# `Cc1ccc(S(=O)(=O)N2CCCCC2)cc1NC(=O)COc1ccccc1` in the list: ·, -6, -11%, -2%, ·, 27%, ·, -1%, -14%

# (more compounds)
# Below each compound: Apoferritin bind | RXFP1 antagonist | Pol kappa inh | Tb PGK inh | Pol beta inh | Pol iota inh | BLM helicase inh | APE1 inh | Pol eta inh
CC(=O)OCc1c(C(F)(F)F)nn(C)c1Oc1cccc(C(F)(F)F)c1
  -22% | 0 | -6% | 5% | 10% | 10% | -1% | -5% | -5%
Cc1cccc(N(CC(=O)NCCSCc2cccc(Cl)c2)S(=O)(=O)c2ccccc2)c1C
  85%[activator] | · | 0% | -5% | -11% | 1% | -8% | · | -19%
O=c1c(-c2ccnn2-c2ccc(F)cc2)cnc2n1CCS2
  -5% | -3 | 5% | 7% | -1% | 6% | -1% | 12% | 3%
COCCOC(=O)CSc1ncccc1-c1nc2cc(C)c(C)cc2[nH]1
  -9% | 1 | -3% | -9% | 1% | 9% | -5% | 6% | -3%
CC(C)c1c(C(=O)N/N=C/C=C/c2ccccc2)nnn1-c1nonc1N
  -20% | -34 | 12% | -8% | -12% | 24% | -3% | 14% | -18%
CCOc1ccccc1N1CCN(C(=O)CSc2ccc3c(c2)OCCO3)CC1
  · | 4 | -14% | -11% | · | 22% | · | 6% | 4%
CC1(c2nnc(-c3cccc(Cl)c3)o2)CC(c2cccc([N+](=O)[O-])c2)=NO1 (stereo not drawn)
  -22% | · | -7% | -4% | 8% | ? | -4% | 2% | -8%
CC1=CC(C)(C)N2C(=O)C3(N=C(N)NC(Nc4ccccc4)=N3)c3cc(C)cc1c32 (stereo not drawn)
  -4% | -2 | 4% | -2% | 5% | 10% | 4% | -1% | -27%
N#Cc1c(-c2ccccc2)nc(SCC(=O)Nc2ccccc2F)[nH]c1=O
  ? | 31 | -1% | 4% | -7% | -10% | 2% | -1% | -11%
COc1ccccc1Cc1nc(-c2ccncc2)no1
  -21% | 3 | 4% | -8% | 48% | -13% | -4% | 16% | -22%
CCN(CC)S(=O)(=O)c1ccc(NC(=O)CSc2nnc(-c3ccc(F)cc3)o2)cc1
  -1% | 10 | -7% | 0% | -7% | 8% | 0% | -5% | -12%
O=C(OCc1nc2ccccc2s1)c1ccc([N+](=O)[O-])o1
  -6% | 9 | -6% | -6% | 10% | 24% | -4% | 6% | 11%
COc1cccc2c1cc1c(=O)n(CC(=O)N3CCN(c4cccc(Cl)c4)CC3)nc(C)n12
  4% | 1 | 16% | 3% | 2% | 0% | -4% | · | 11%
COc1ccc(C2CC3(CC(C)(C)NC(=S)N3)Oc3cc(O)cc(C)c32)cc1 (stereo not drawn)
  -5% | -21 | 0% | -2% | 27% | 43%[activator] | -6% | 18% | -25%
O=[N+]([O-])c1ccc2nc(-c3ccncc3)[nH]c2c1
  2% | 0 | -16% | 3% | -26% | 25% | -9% | -7% | -11%
O=C(Cc1ccccc1)NC(=S)Nc1cc(C(F)(F)F)ccc1Cl
  -23% | -3 | -15% | i | 5% | -10% | -6% | -3% | -18%
C=CCn1c(=O)c(C(=O)Nc2ccccc2C(=O)OCC)c(O)c2ccccc21
  -4% | -3 | -16% | -1% | -3% | -1% | -8% | -1% | -17%
CSc1ccccc1NC(=O)COC(=O)CCC(=O)c1ccc(F)cc1
  · | -12 | -14% | -3% | · | 50%[activator] | · | -7% | -1%
CCn1cc(C(=O)N2CCc3ccccc3C2)c(=O)c2cc(S(=O)(=O)N3CCCCC3)ccc21
  -5% | · | · | · | 31% | · | 7% | 19% | ·
COc1ccc(CNC(=O)CN(C)S(=O)(=O)c2ccc3nc(C)sc3c2)cc1
  -7% | 2 | 3% | · | 24% | 31%[activator] | 1% | · | ·
COc1ccccc1N1CCN(C(=S)Nc2ccc3nc(N4CCOCC4)cc(C)c3c2)CC1
  43%[activator] | 14 | -11% | i | 1% | 70%[activator] | -11% | -3% | -23%
Cc1cccc(OCC(=O)N(Cc2nnc(-c3ccccc3Cl)o2)C2CC2)c1
  · | 4 | -12% | -4% | · | 0% | · | 14% | -20%
NC(=O)c1sc2nc3c(c(-c4ccco4)c2c1N)CCC3
  -7% | 3 | -15% | i | 1% | -7% | -26% | 7% | -7%
COCC(=O)N(Cc1cc2cc(OC)ccc2[nH]c1=O)c1ccccc1OC
  -6% | -5 | -2% | i | 24% | -5% | -4% | -2% | -13%
Cc1ccc(S(=O)(=O)N2CCC(=O)N2)cc1
  -4% | 9 | -21% | -3% | 22% | 9% | -1% | 14% | 6%
O=C(NCC1CCCN(C(=O)c2cc(Cl)ccc2F)C1)c1ccc(F)cc1 (stereo not drawn)
  -6% | -11 | 10% | -3% | 2% | 19% | 0% | 83%[activator] | -9%
O=C(O)c1ccc(N/N=C/c2cc(Br)cs2)cc1
  -4% | -27 | -7% | 2% | 35% | 126%[activator] | -3% | 1% | -6%
O=C(OCC(=O)N1N=C(c2ccc(Cl)cc2)CC1c1ccco1)c1cccnc1 (stereo not drawn)
  · | 4 | 45µM* | -2% | · | ? | · | -6% | 28µM*
CCOc1ccc(N/C=C/C(=O)c2ccccc2)c([N+](=O)[O-])c1
  -11% | -8 | -17% | ? | 45% | 11% | 3% | 17% | -2%
